Assay outcomes (PubChem BioAssay)
MCF10A rerep – induces DNA re-replication in MCF 10a normal breast cells | MCF 10A DNA re-replication, Hoechst nuclear intensity, 48 h | Potency, µM (top dose mostly 46.1 µM), without a hit: at the highest dose activity, positive = re-replication, hits mostly activators | 350,000 tested, 2.9% active | AID 624296; further: % of control where 0% means no effect; nearly all actives have a fitted effect of over 50% in size
EPAC2 antag – blocks human EPAC2 exchange factor; Q8WZA2; Potency, µM (series often up to 114 µM), for inactives: at the top dose activity, negative = inhibition, most hits filed as inhibitors; 360,000 tested, 0.18% active; AID 720708; EPAC2 GEF exchange of Rap1B-BODIPY-GDP, fluorescence; further: on the % scale 0 is the no-effect control and ±100 the full control effect; nearly all actives have a fitted effect of over 45% in size; many of its hits are not listed in these tables
Target sequence (Q8WZA2 whole entry, looked up): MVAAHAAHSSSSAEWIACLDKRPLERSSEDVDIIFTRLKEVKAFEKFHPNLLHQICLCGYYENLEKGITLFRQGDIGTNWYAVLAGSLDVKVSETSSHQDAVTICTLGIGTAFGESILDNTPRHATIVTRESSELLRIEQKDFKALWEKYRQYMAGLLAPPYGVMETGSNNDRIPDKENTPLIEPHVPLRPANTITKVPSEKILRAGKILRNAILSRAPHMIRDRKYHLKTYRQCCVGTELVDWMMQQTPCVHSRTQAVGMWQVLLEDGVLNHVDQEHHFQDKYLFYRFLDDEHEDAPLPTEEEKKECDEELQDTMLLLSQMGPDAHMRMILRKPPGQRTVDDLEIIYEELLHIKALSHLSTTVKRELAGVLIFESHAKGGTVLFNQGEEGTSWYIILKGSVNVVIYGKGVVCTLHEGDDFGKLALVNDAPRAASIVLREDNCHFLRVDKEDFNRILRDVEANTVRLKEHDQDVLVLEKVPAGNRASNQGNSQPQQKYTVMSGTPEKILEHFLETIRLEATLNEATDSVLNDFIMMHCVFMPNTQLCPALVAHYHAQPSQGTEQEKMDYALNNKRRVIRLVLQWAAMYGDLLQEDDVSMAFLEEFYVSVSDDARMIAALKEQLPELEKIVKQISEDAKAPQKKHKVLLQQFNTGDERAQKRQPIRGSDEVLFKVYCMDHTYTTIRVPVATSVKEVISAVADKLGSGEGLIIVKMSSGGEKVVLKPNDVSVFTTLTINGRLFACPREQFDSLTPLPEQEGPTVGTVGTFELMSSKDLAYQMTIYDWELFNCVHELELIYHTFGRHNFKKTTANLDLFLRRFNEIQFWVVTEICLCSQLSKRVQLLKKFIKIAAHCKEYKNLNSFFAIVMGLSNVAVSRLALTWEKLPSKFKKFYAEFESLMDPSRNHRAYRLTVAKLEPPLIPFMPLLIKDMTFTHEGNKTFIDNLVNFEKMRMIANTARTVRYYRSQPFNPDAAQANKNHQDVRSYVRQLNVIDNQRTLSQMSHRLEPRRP
TGFb inhibitor – TGF-b pathway inhibition | HepG2 CAGA-GFP TGF-b/SMAD3 reporter, GFP fluorescence, 18 h; TGF-beta stimulated, 500 pg/mL final | 410,000 tested, 1.2% active | Potency, µM (series often up to 46.1 µM), inactives show at the highest dose activity, negative = inhibition, hits mostly inhibitors; further: on the % scale 0 is the no-effect control and ±100 the full control effect; nearly all actives have a fitted effect of over 65% in size
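GFP signal (ex488/em500-530) from TGF-beta-stimulated HEPG2 CAGA-GFP cells, 500 pg/mL final, 18 h at 37 degrees C in DMEM plus 1% FBS, normalized to unstimulated and DMSO-stimulated controls.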
Nrf2 activator – activators of Nrf2 (ARE) signaling; AREc32 ARE-luciferase reporter (MCF7-derived line), luminescence, 24 h; 410,000 tested, 0.31% active; Potency, µM (top dose mostly 46.1 µM), for inactives: top-dose activation, usual class: activators; further: % of control where 0% means no effect; nearly all actives have a fitted effect of over 65% in size
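Luciferase luminescence (Steady-Glo, 30 min at room temperature) served as the read-out of ARE activation in AREc32 cells treated with compounds for 24 hr at 37 deg C.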
S2 tox – cell viability loss in ATXN counter-screen | S2 cells (HEK-293 line with an ATXN2-luciferase reporter) viability, CellTiter-Fluor protease fluorescence, 24 h | Potency, µM (doses to about 56.7 µM), usual class: cytotoxic | 400,000 tested, 0.49% active; further: nearly all actives have a fitted effect of over 40% in size
Nrf2 inh – inhibitors of Nrf2 signaling; A549 ARE-Fluc reporter, luciferase luminescence, 18-24 h; Potency, µM (top dose mostly 46 µM), for the others: top-dose activity change, negative = inhibition, hits mostly inhibitors; 360,000 tested, 2.1% active; further: on the % scale 0 is the no-effect control and ±100 the full control effect; nearly all actives have a fitted effect of over 60% in size
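In this cell-based qHTS, ARE-driven firefly luciferase in A549 cells reports Nrf2 activity; the luminescent signal after BugLite lysis is the measured value, with a prior CellTiter-Fluor read for cell health.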
ATXN2 expr inh – ATXN2 expression inhibition. Potency, µM (doses to about 57 µM), inactives show at the top dose activity change, negative = inhibition, usual class: inhibitors. 360,000 tested, 0.72% active. HEK-293 ATXN2-luciferase reporter, luminescence, 24 h; further: on the % scale 0 is the no-effect control and ±100 the full control effect; nearly all actives have a fitted effect of over 55% in size
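qHTS (up to 57 uM final) was run with 24 h compound exposure of reporter cells at 37 °C. Each well was multiplexed: SteadyGlo luminescence measured ATXN2-luciferase expression after a fluorogenic Gly-Phe-AFC viability readout (25 uM final).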
HepG2 viability – counter-screen for TGF-b inhibitors: cytotoxicity in HepG2 cells | HepG2 CAGA-GFP viability, ATP luminescence, 18 h | 410,000 tested, 0.76% active | Potency, µM (doses to about 46.1 µM), for the others: at the highest dose activity change, negative = cytotoxicity, actives largely listed as cytotoxic; further: some results filed as inactive show a strong effect at the top dose
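HepG2 CAGA-GFP cells (1000/well, DMEM with 1% FBS) received compound, then TGF-beta at 500 pg/mL final, and were incubated 18 hours at 37 degrees C. Viability was read by CellTiter-Glo luminescence. Media-only wells were set as complete cell-killing and DMSO as no toxicity.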
A549 tox – kills or reduces viability of A549 cells in Nrf2 counter-screen | Potency, µM (top dose mostly 46 µM), for inactives: top-dose activity change, negative = cytotoxicity, actives largely listed as inhibitors | A549 ARE-Fluc cells, CellTiter-Fluor viability, 18-24 h | 390,000 tested, 0.16% active; further: on the % scale 0 is the no-effect control and ±100 the full control effect
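A549 ARE_Fluc cells in 5% FBS OPTI-MEM were exposed to compounds in concentration-response for 18-24 h at 37 deg C. Viability was read by CellTiter-Fluor fluorescence (Ex 405/Em 525) after 30 min, before the luciferase read.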
Numbers without * were called inactive; i = inactive; ? = inconclusive; / = no result given; [ ] = dose if it differs, or a comment. The call rests on the fitted dose curve; in most records, active means well fitted curve in the direction sought with a large enough effect; inconclusive means small, poorly fitted or top-dose-only effect, or another doubt; inactive means no such curve, though single readings can be large; an effect the other way counts as inactive or inconclusive. Potency means the concentration at half of the fitted maximal effect. The list is partial, so the mix of outcomes need not match the whole.

1) N#C/C(=C\c1cn[nH]c1-c1ccc(Cl)cc1)C(=O)NC1CC1
2) Cc1ccc2cc(CN(CC3CCCO3)C(=O)c3cccs3)c(=O)[nH]c2c1 (configuration not stated)
3) Cc1ccc(OCC(=O)Nc2cccc(-c3nc4ccccc4s3)c2)cc1
4) O=C(O)c1ccc(/C=C2/SC(=S)N(Cc3ccccc3)C2=O)cc1
5) CCN(c1ccc(NC(=O)CSc2nnc3nc(C)cc(C)n23)cc1)C(C)C
6) Nc1nc(-c2cccnc2)nn1C(=O)COc1ccccc1

compound no. | 1 | 2 | 3 | 4 | 5 | 6
Nrf2 activator | 6.1% | -1.3% | 8.4% | -0.2% | -0.2% | 0.4%
HepG2 viability | -9.0% | 7.6% | -18.1% | -1.8% | 3.2% | -2.2%
S2 tox | ? | ? | i | i | i | i
Nrf2 inh | 10.8% | 6.0% | ? | 5.7% | / | 11.0%
TGFb inhibitor | 17.4% | 17.7% | ? | 24.6% | -5.8% | -6.7%
MCF10A rerep | -0.1% | -1.5% | / | 22.8% | -9.1% | 0.7%
ATXN2 expr inh | -22.5% | -0.8% | 18.9% | 6.3% | 3.0% | -0.2%
EPAC2 antag | 5.8% | -4.4% | / | -17.8% | 7.8% | 2.8%[57.1 µM]
A549 tox | 0.3% | -5.6% | -8.6% | -5.6% | 2.8% | -0.4%

7) Cc1cc(NC(=O)CN2C(=O)NC(CC(C)C)C2=O)no1 (configuration not stated)
8) CC(C)(C)n1nc2c(c1NC(=O)c1cccs1)CS(=O)C2 (configuration not stated)
9) Cc1ccccc1NC(=O)c1ccc(F)c(S(=O)(=O)N2CCN(c3ccccc3F)CC2)c1
10) N/C(=N\OC(=O)/C=C/c1ccccc1Cl)c1ccncc1
11) C[C@H](CO)N1C[C@H](C)[C@@H](CN(C)S(=O)(=O)c2ccccc2)Oc2c(NS(=O)(=O)c3cccs3)cccc2C1=O
12) CCOC(=O)C1=NNC(C(=O)c2ccc(OC)cc2)C1c1ccccc1 (configuration not stated)

compound no. | 7 | 8 | 9 | 10 | 11 | 12
Nrf2 activator | 0.0% | -0.3% | -1.1% | ? | -1.0% | 3.6%
HepG2 viability | 4.6% | 3.3% | -25.7% | -5.2% | -5.4% | -10.9%
S2 tox | i | i | / | i | i | i
Nrf2 inh | 1.3% | -4.6% | / | ? | -6.8% | /
TGFb inhibitor | 0.6% | -6.5% | -9.1% | 3.6% | ? | 3.0%
MCF10A rerep | -11.4% | -1.6% | / | -1.9% | -10.8% | 10.3%
ATXN2 expr inh | -4.0% | -2.9% | / | 36.2%[activator] | 1.6% | 4.1%
EPAC2 antag | 1.6% | 7.6% | / | -8.1% | 2.1% | 4.9%
A549 tox | 3.6% | -6.3% | 4.6% | 0.7% | 0.3% | 2.5%

Overlap with the part before: 4 entries, then new ones.
9) Cc1ccccc1NC(=O)c1ccc(F)c(S(=O)(=O)N2CCN(c3ccccc3F)CC2)c1
10) N/C(=N\OC(=O)/C=C/c1ccccc1Cl)c1ccncc1
11) C[C@H](CO)N1C[C@H](C)[C@@H](CN(C)S(=O)(=O)c2ccccc2)Oc2c(NS(=O)(=O)c3cccs3)cccc2C1=O
12) CCOC(=O)C1=NNC(C(=O)c2ccc(OC)cc2)C1c1ccccc1 (configuration not stated)
13) CCCN1CCN(CCCNC(=O)c2ccc3nc(N4CCCCC4)sc3c2)CC1
14) COc1ccc(C(=O)c2cn(Cc3ccc(C)cc3)c3cc4c(cc3c2=O)OCO4)cc1
15) CCc1ccccc1NC(=O)Cn1c(=O)nc(-c2ccccc2)c2ccccc21
16) Cc1nc2ccc(NC(=O)c3cc(Cl)ccn3)cc2s1
17) CCOc1ccc(NC(=O)N2CCC(CN3CCCCCC3)CC2)cc1
18) CN(CC(=O)Nc1ccc(F)c(F)c1F)C(=O)/C=C/c1ccco1

compound no. | 9 | 10 | 11 | 12 | 13 | 14 | 15 | 16 | 17 | 18
Nrf2 activator | -1.1% | ? | -1.0% | 3.6% | 2.4% | 3.3% | 0.3% | 0.2% | -0.4% | 12.6µM*
HepG2 viability | -25.7% | -5.2% | -5.4% | -10.9% | -11.0% | -30.3% | -2.7% | -6.4% | 0.2% | -9.4%
S2 tox | / | i | i | i | i | / | / | i | / | i
Nrf2 inh | / | ? | -6.8% | / | ? | -5.9% | / | ? | ? | -7.0%
TGFb inhibitor | -9.1% | 3.6% | ? | 3.0% | -6.2% | ? | 4.1% | 11.2% | 2.6% | -6.3%
MCF10A rerep | / | -1.9% | -10.8% | 10.3% | 10.2% | / | / | 4.9% | / | -9.0%
ATXN2 expr inh | / | 36.2%[activator] | 1.6% | 4.1% | 31.6%[activator] | / | / | 19.6% | / | 12.3%
EPAC2 antag | / | -8.1% | 2.1% | 4.9% | -2.2% | / | / | 12.4% | / | -11.6%
A549 tox | 4.6% | 0.7% | 0.3% | 2.5% | 2.1% | ? | ? | -11.7% | 0.2% | 1.0%

19) CCCn1ncc(CN2CCC(Cc3cccc(F)c3)(C(=O)OCC)CC2)c1C
20) O=C1OCCC1Sc1nc2cc(Cl)ccc2s1 (configuration not stated)
21) O=[N+]([O-])c1ccc(NCCOc2ccccc2Cl)nc1
22) CCCCNCCCOc1cccc(Cl)c1Cl
23) O=C(CSc1nnc(Cn2c(=O)sc3ccccc32)n1-c1ccccc1)NCC1CCCO1 (configuration not stated)
24) CCN(c1ccccc1)S(=O)(=O)c1ccc(Cl)c(NC(=O)CN(C)C2CCN(C)CC2)c1

compound no. | 19 | 20 | 21 | 22 | 23 | 24
Nrf2 activator | -0.4% | -0.7% | 4.0% | 8.5% | -0.4% | 2.4%
HepG2 viability | -14.7% | -7.2% | -22.2% | -39.2% | -6.1% | -43.2%
S2 tox | i | i | i | i | i | i
Nrf2 inh | -6.1% | / | 10.0% | 15.9% | -2.9% | ?
TGFb inhibitor | -4.2% | -4.3% | -21.8% | ? | 13.8% | 0.6%
MCF10A rerep | ? | -2.8% | ? | ? | -6.8% | ?
ATXN2 expr inh | -15.2% | 1.8% | 4.5% | ? | 7.2% | -18.1%
EPAC2 antag | -3.3% | -2.7% | 14.7% | -12.7% | -1.3% | 5.1%
A549 tox | 0.0% | 10.7% | 12.8% | -0.9% | -9.3% | -1.2%

25) O=C(Cc1ccccc1)NNC(=S)NC(=O)c1cccnc1
26) O=C(NCCN=C1NS(=O)(=O)c2ccccc21)c1ccncc1
27) O=c1c2sc3ccccc3c2[nH]c(=S)n1CCN1CCOCC1
28) CCCC(=O)Nc1ccc2c(c1)nc(CCNC(=O)c1ccccc1)n2C
29) Cc1ccc(NC(=O)CN2C(=O)CCSc3ccccc32)c(C)c1
30) CC1CC(C)CN(Cc2nc(N)nc(Nc3ccccc3)n2)C1 (configuration not stated)

compound no. | 25 | 26 | 27 | 28 | 29 | 30
Nrf2 activator | 0.2% | -0.4% | 0.8% | -0.1% | -0.1% | -1.1%
HepG2 viability | 7.4% | -6.5% | 2.7% | -3.4% | -2.4% | 6.2%
S2 tox | i | i | i | i | i | i
Nrf2 inh | 5.1% | / | 2.4% | -14.9% | 5.3% | -3.7%
TGFb inhibitor | 17.9% | 2.1% | -18.9% | 2.6% | -4.4% | 7.3%
MCF10A rerep | -3.2% | 2.7% | 13.7% | 5.9% | / | ?
ATXN2 expr inh | 2.7% | 1.6% | 15.1% | 5.2% | -2.6% | 6.2%
EPAC2 antag | 8.1% | -1.4% | 4.2% | 15.9% | / | 7.9%
A549 tox | 0.7% | -0.1% | 4.1% | 3.6% | 1.6% | 2.5%

31) Cc1c(C(=O)Nc2ccc(F)cc2)c2ccccn2c1CCc1ccncc1
32) COc1ccccc1N1C(=O)C(Cl)=C(N2CCCC2)C1=O
33) O=C(O)c1ccccc1-n1c2ccccc2c2ccccc21
34) O=C(CNC(=O)N1CC(=O)Nc2ccccc21)NCCc1ccc(Cl)cc1
35) Cc1cscn1
36) CCOC(=O)c1c(NC(=O)C2CCCCC2C(=O)O)sc2c1CCCCC2 (configuration not stated)

compound no. | 31 | 32 | 33 | 34 | 35 | 36
Nrf2 activator | 6.0% | -0.7% | -0.5% | 0.0% | 2.0% | 0.1%
HepG2 viability | -0.4% | -30.5% | -6.2% | -7.6% | -5.3% | -1.2%
S2 tox | i | i | i | i | i | i
Nrf2 inh | 0.8% | 0.5% | -10.1% | 3.3% | 11.8% | ?
TGFb inhibitor | -21.2% | ? | 0.5% | -10.4% | 0.2% | -1.8%
MCF10A rerep | 3.8% | 5.7% | 3.1% | -10.6% | -4.9% | ?
ATXN2 expr inh | 14.6% | -4.2% | -5.6% | / | -3.3% | -7.3%
EPAC2 antag | 8.3% | 13.7% | -3.6% | -4.2% | 7.8% | -21.7%
A549 tox | -3.3% | -18.0% | -1.8% | -5.5% | 0.1% | 0.8%

Two compounds from above with just HepG2 viability and EPAC2 antag:
no. | SMILES | HepG2 viability | EPAC2 antag
21 | O=[N+]([O-])c1ccc(NCCOc2ccccc2Cl)nc1 | -22.2% | 14.7%
22 | CCCCNCCCOc1cccc(Cl)c1Cl | -39.2% | -12.7%

Continuation:
37) Nc1ccccc1C#CCCCCO
38) COc1ccc(CNC(=O)Cn2c(=O)nc(-c3ccccc3)c3cc(Cl)ccc32)cc1OC
39) CNC(=O)C1CCC(Cn2c(=O)c3sccc3n(CC(=O)NCc3cccc(OC)c3)c2=O)CC1 (configuration not stated)
40) CCOC(=O)c1cnc(N2CCN(c3ccc(OC)cc3)CC2)c2ccccc12
41) COc1cccc2cc(-c3cc(=O)oc4ccc(OCC(C)=O)cc34)oc12
42) Cc1ccc(SCCC(=O)NCC2CCCO2)cc1 (configuration not stated)
43) CN1C(=O)N(C)C2C1N(CN1CCCCC1)C(=O)N2CN1CCCCC1 (configuration not stated)

compound no. | 37 | 38 | 39 | 40 | 41 | 42 | 43
Nrf2 activator | 0.8% | -0.3% | 2.1% | 0.8% | -1.0% | 2.3% | -0.5%
HepG2 viability | -0.8% | -3.2% | -14.7% | -9.2% | -5.6% | -2.8% | 1.8%
S2 tox | i | / | i | / | i | i | i
Nrf2 inh | 21.9% | / | 24.2% | / | 9.6% | 6.2% | 17.4%
TGFb inhibitor | 7.0% | -1.1% | 2.6% | -11.4% | -20.9% | 4.8% | 7.3%
MCF10A rerep | 16.3% | / | / | / | 0.5% | 2.0% | 1.7%
ATXN2 expr inh | 12.3% | / | 14.1% | / | / | 21.1% | 1.4%
EPAC2 antag | 20.7% | / | / | / | 18.8% | 15.2% | 1.6%
A549 tox | 7.4% | ? | 11.5% | -0.1% | 0.4% | -10.0% | 0.6%
